Compound activity as filed in PubChem.
mouse EphA4 binding = EphA4 ligand-binding antagonists – biochemical, colorimetric, mouse EphA4, primary screen (AID 689); EphA4-AP binding to KYL peptide, pNPP A405; higher % means a stronger effect; inhibition, % at 10 µM, or IC50 in µM where a hit was titrated; hit rate 0.1% among 62,000; in the data active = a potency from the dose series; inactive = the rest, 99 in 100 with inhibition below about 22%
The depositor's hits bear a star; & = joins results of further samples. Some of the compounds tested; rates above refer to the full screens.

nr	compound	mouse EphA4 binding
1	CCOc1ccc(NC(=O)c2ccccc2NS(C)(=O)=O)cc1	-5.8%
2	COc1ccc2c(c1[N+](=O)[O-])CCC/C2=N\OC(=O)c1ccccc1	4.0%
3	CCC(C)(C)NC(=O)Cc1ccc(C)cc1	7.2%
4	Cc1ccc(NC(=S)NC(NC(=O)C(C)(C)C)C(Cl)(Cl)Cl)c(C)c1 (configuration not stated)	-6.6%
5	COC(=O)c1c(NC(=O)CN2CCC(C)CC2)c2c(C)cccc2n1C	-4.9%
6	Nc1cccc(S(=O)(=O)NC2=NCCC2)c1	-10.1%
7	CC(Sc1nc(-c2ccccc2)nc2c1COC(C)(C)C2)C(=O)N1CCOCC1 (configuration not stated)	-0.8%
8	CCOc1ccc(CC(=O)OCN2C(=O)c3ccccc3C2=O)cc1	-11.5%

An excerpt of these results, as labelled records:
5: COC(=O)c1c(NC(=O)CN2CCC(C)CC2)c2c(C)cccc2n1C
  mouse EphA4 binding: -4.9%

6: Nc1cccc(S(=O)(=O)NC2=NCCC2)c1
  mouse EphA4 binding: -10.1%

7: CC(Sc1nc(-c2ccccc2)nc2c1COC(C)(C)C2)C(=O)N1CCOCC1 (configuration not stated)
  mouse EphA4 binding: -0.8%

8: CCOc1ccc(CC(=O)OCN2C(=O)c3ccccc3C2=O)cc1
  mouse EphA4 binding: -11.5%

Additional results:
nr	compound	mouse EphA4 binding
9	O=C(C1CC1c1ccccc1)N1CCOCC1 (configuration not stated)	-16.2%
10	O=c1/c(=C/c2cccs2)sc2nc3ccccc3n12	14.2%
11	O=[N+]([O-])c1ccc(NCCCN2CCOCC2)c(Cl)c1	-7.2%&-3.8%
12	O=S(=O)(c1cccc(-c2cn3cccnc3n2)c1)N1CCOCC1	-4.6%
13	CCN(Cc1ccccc1)S(=O)(=O)c1ccc(C(=O)Nc2nnc(C3CC3)o2)cc1	2.0%
14	CCNc1nc(C)cc(COC)c1C#N	-12.7%
15	COc1cc(N(C)C)c([N+](=O)[O-])cc1C(=O)N1CCCC(O)C1 (configuration not stated)	-1.2%
16	COC(=O)Oc1ccc(/C=N/NC(=O)CN(c2ccccc2Cl)S(C)(=O)=O)cc1OC	-2.8%
17	O=c1c(-c2nnc(SCc3ccc(Cl)c(Cl)c3)o2)cccn1Cc1ccccc1	-15.4%
18	Cc1ccc2cc(CN(Cc3ccco3)C(=O)C3CCCCC3)c(=O)[nH]c2c1C	2.0%
19	OC(CN1CCN(c2cccc(C(F)(F)F)c2)CC1)c1c[nH]c2ccccc12 (configuration not stated)	3.0%
20	CCOC(=O)C1CCN(C(=O)/C=C/c2ccc(OC)cc2)CC1	-0.7%
21	O=C(Oc1ccccc1C(=S)N1CCOCC1)c1ccc(Br)cc1	-5.1%
22	CCn1c(CN2CCCCCC2=O)nnc1SCc1cnc(-c2ccccc2)s1	-15.1%
23	C1CCN(c2c3c(nc4nnnn24)CCCC3)CC1	-7.5%
24	CCN1c2ccccc2-c2nc3ccccc3n2C1c1ccccn1 (configuration not stated)	-8.1%
25	CCOc1cc(OCC)cc(C(=O)Nc2ccc3oc(-c4cccnc4)nc3c2)c1	2.8%
26	COc1ccc(C2C(C(=O)c3sc(C)nc3C)=C(O)C(=O)N2CCCn2ccnc2)cc1OC (configuration not stated)	6.0%
27	CCOCCn1c(-c2ccc(OC)cc2)nc2ccccc21	-19.0%
28	O=C(CSc1cccc2cccnc12)NCc1ccco1	-9.0%
29	CCCCCn1c(=O)[nH]c2c(c1=O)CCC2	-10.4%
30	CC(=O)c1cc2c(cc1N)OCO2	3.4%
31	COc1cccc(/C=N/NC(=O)c2ccccc2N(Cc2ccccc2)S(=O)(=O)c2ccccc2)c1OC	-1.2%
32	O=C(NCCCNc1ccc([N+](=O)[O-])cc1Cl)c1cccnc1	5.2%
33	CCc1cccc(C)c1NC(=O)CSc1nnc(-c2ccco2)n1N	19.4%
34	Cc1ccc(C(C2=C(O)CC(C)(C)CC2=O)C2C(=O)CC(C)(C)CC2=O)o1 (configuration not stated)	-7.9%
35	O=C(CSc1nnnn1-c1ccc(Cl)cc1)N1CCc2ccccc2C1	-8.2%
36	CC(C)CNC(=O)CN(c1ccc(Cl)cc1)S(C)(=O)=O	-2.1%
37	COc1ccccc1C1C2=C(N=C3SCC(=O)N31)c1ccccc1CC2 (configuration not stated)	-28.9%
38	COc1cccc(OCCOCCNCCO)c1	-7.8%
39	CCc1cc2cc(C)ccc2nc1SCC(=O)N1CCN(C(=O)c2ccco2)CC1	-14.7%
40	CC(=O)c1ccc(N2C(=O)C3C4C=CC(O4)C3C2=O)cc1 (configuration not stated)	0.3%
41	COc1cc(NC(=O)c2c3c(nc4ccccc24)CCC3)cc(OC)c1	-5.4%
42	O=C(NC(=S)Nc1ccc([N+](=O)[O-])cc1Cl)c1ccco1	-6.2%
43	Cc1cnc(C(=O)OCC(=O)Nc2cc(Cl)cc(Cl)c2)cn1	-25.8%
44	CCC1CCCCN1C(=O)Cn1c(=O)n(CCC(=O)NCc2ccco2)c(=O)c2sccc21 (configuration not stated)	-9.9%
45	C/C(O)=C(\C#N)c1nnc2n1CCCCC2	7.3%
46	Cc1c(C(N)=O)sc(N)c1C(=O)OC(C)C	-10.6%
47	Cc1cccc2c(=O)cc(C)n(CC(=O)N3CCOCC3)c12	-13.9%
48	O=C(c1ccccc1F)N(Cc1ccc2c(c1)OCO2)Cc1cc2cc3c(cc2n2nnnc12)OCO3	6.3%
49	COc1cccc(NC(=S)NN2CCN(C)CC2)c1	-7.2%
50	O=C(C1CCN(S(=O)(=O)N2CCC3(CC2)OCCO3)CC1)N1CCC(Cc2ccccc2)CC1	-10.3%
51	Cn1c(=O)n(C)c2cc(NC(=O)CCl)ccc21	-3.2%
52	COc1ccc(C(=O)N/C(=C\c2ccccc2)C(=O)NCCCN(C)C)cc1	-0.6%
53	Cc1cc2c(ccc3c2no[n+]3[O-])nn1	-1.1%
54	Cc1cccc(CCNS(=O)(=O)c2ccc3c(c2)oc(=O)n3C)c1	-7.0%
55	CCCn1c(SCC(=O)NCCc2ccc(OC)c(OC)c2)nc2c1c(=O)n(C)c(=O)n2C	-13.1%
56	CCOC(=O)c1ccc(NCc2nc3ccccc3n2C)cc1	-5.7%
57	CCN1C(c2ccc(F)cc2)=CS/C1=C(\C#N)c1nnc2n1-c1ccccc1SC2	-4.0%
58	Cc1ccc(N2C(=O)C3C(c4ccccc4)(C2=O)C3(c2ccccc2)c2ccccc2)cc1 (configuration not stated)	-3.0%
59	O=[n+]1c2c(n([O-])c3c1CCCC3)CCCCC2	10.6%
60	COc1cc(-c2noc(-c3ccc([N+](=O)[O-])cc3)n2)cc(OC)c1OC	5.6%
61	COc1cccc(-n2nnc3c(=O)n(Cc4cccc(F)c4)cnc32)c1	-4.9%
62	CC(C)c1nc2oc3c(N4CCN(C)CC4)ncnc3c2c2c1CCC2	-6.0%
63	O=C(CSC1=NCCN1)C1COc2ccccc2O1 (configuration not stated)	-6.1%
64	COc1ccc(C(CC(=O)NCCCN2CCOCC2)NS(=O)(=O)c2ccc(C)cc2)cc1 (configuration not stated)	4.8%

Next part
nr	compound	mouse EphA4 binding
65	CCn1nc(CC(=O)Nc2ccc(-n3cnnn3)c(OC)c2)c2ccccc2c1=O	-6.1%
66	O=C(O)C1C2CCC(C2)C1C(=O)NCCCn1ccnc1 (configuration not stated)	-4.4%
67	CCc1cccc(NC(=O)CS(=O)Cc2nc(-c3ccc(C)cc3)oc2C)c1 (configuration not stated)	4.4%
68	COC(=O)c1ccc(N=C2S/C(=C\c3cc(C)n(-c4cccnc4)c3C)C(=O)N2C)cc1	2.8%
69	O=C(CSCc1ccc(Cl)cc1)N1CCCCC1	3.5%
70	COc1ccc(Cn2cnc3sccc3c2=O)cc1	-17.2%
71	Cc1nc(-c2cccc(S(=O)(=O)N3CC(C)OC(C)C3)c2)cs1 (configuration not stated)	-29.4%
72	O=C(Nc1ccc(N2CCN(C(=O)c3ccco3)CC2)cc1)c1ccccc1F	-7.4%
73	O=C(CCCOc1ccccc1)NCC1CCCO1 (configuration not stated)	8.9%
74	Cc1ccc([N+](=O)[O-])cc1-c1ccc2cccc(C)c2n1	-3.4%
75	Cc1nc(=O)c(-c2ccccc2)c(C)n1CCCO	3.8%
76	O=C(CSc1nc(-c2ccccc2)c(-c2ccccc2)o1)N1CCOCC1	-16.7%
77	CCCCN(CC)C(=O)/C=C/c1cccc([N+](=O)[O-])c1	-9.8%
78	Cc1cc2nc(-c3ccc(NC(=O)c4cccnc4)cc3)oc2cc1C	-7.5%
79	Cc1ccc(-n2ncc3c(NCCCN4CCOCC4)ncnc32)c(C)c1	1.5%
80	O=S(=O)(c1ccc(F)cc1)N1CCC(N2CCCCCC2)CC1	-6.6%
81	Cc1ccc(S(=O)(=O)N/N=C/c2ccc(C(=O)O)cc2)cc1	-10.7%
82	O=C(Nc1cccc(-c2cn3cccnc3n2)c1)c1ccc2c(c1)OCO2	-14.2%
83	COc1ccc(/C=C2\SC(=S)N(CCCC(=O)Nc3ncc(Cc4cccc([N+](=O)[O-])c4)s3)C2=O)cc1OC	6.0%
84	Cc1ccc(S(=O)(=O)N2CCC(C(=O)NNS(=O)(=O)c3ccc(Cl)cc3)CC2)cc1	3.9%
85	O=Nc1ccc(NOC(=O)c2ccc(Br)cc2)cc1	-16.8%
86	Cc1nnc(SCc2ccc(CC(=O)O)cc2)o1	-13.5%
87	COc1ccc(-c2cc(-c3ccccc3O)[nH]n2)cc1OC	-9.4%&-3.6%
88	O=C1CCC(=O)N1CN(Cc1ccco1)CN1C(=O)CCC1=O	-3.2%
89	Cc1ccc(N(C(=O)C(Cl)(Cl)Cl)C2C=CS(=O)(=O)C2)cc1 (configuration not stated)	6.3%
90	COc1ccc(-c2noc(-c3ccc4c(c3)OCO4)n2)cc1	-4.8%
91	Cn1nc(C(F)(F)F)c(C(=O)Nc2ccc(F)cc2F)c1Sc1ccc(Cl)cc1	-11.9%
92	CC(=O)Nc1nc(C)c(C(C)=O)s1	-7.4%
93	N/C(=N\OC(=O)CCCOc1ccccc1)c1ccc(Br)cc1	-4.0%
94	C=CCCC(=O)Nc1nc(C)c(-c2csc(Nc3cc(Cl)ccc3OC)n2)s1	1.7%
95	O=C(N/N=C1\CCCc2ccccc21)C(O)c1ccccc1 (configuration not stated)	-1.3%
96	CCN(CCCNC(=O)CCCn1c(=O)[nH]c2ccccc2c1=O)c1cccc(C)c1	12.8%
97	COc1cccc(N2CCN(C(=O)CN(c3ccc(C)cc3)S(=O)(=O)c3c(C)n[nH]c3C)CC2)c1	3.6%
98	CCCCCC(=O)Nc1ccc(S(=O)(=O)Nc2nccnc2OC)cc1	-2.3%
99	O=c1cc(CO)oc(CN2CCCC2)c1O	-6.2%
100	CCN1CCn2c3c(c4cc(C)ccc42)CCCC31 (configuration not stated)	2.4%
101	CCN(CC)c1ccc(NC(=O)CC2Oc3ccccc3NC2=O)c(C)c1 (configuration not stated)	2.2%
102	O=C1CC(c2ccccc2F)c2cc3c(cc2N1)CCC3 (configuration not stated)	-21.5%
103	O=C1C(=Cc2cccn2-c2ccc(O)cc2)C(=O)c2ccccc21	-0.5%
104	CC(C)c1ccc(C(=O)Nc2cc(Cl)cc(Cl)c2)cc1	4.6%
105	COc1ccc(OC)c(NC(=O)c2cc(Cl)c(OC)c(Cl)c2)c1	-3.7%
106	CC(=O)Oc1ccc(-c2cccc(C(=O)NCc3ccccc3)c2)cc1	-15.2%
107	COc1ccc(N/C=C/C(=O)c2sc(-c3ccccc3)nc2C)cc1	6.0%
108	COc1cccc(-c2cc(C(=O)N3CC4(C)CC3CC(C)(C)C4)no2)c1 (configuration not stated)	1.1%
109	CC(C)CNC(=O)C1CCCN(S(=O)(=O)c2ccc(-n3cnnn3)cc2)C1 (configuration not stated)	-5.3%
110	CCOc1ccc(C(=O)NCCn2cc(SCC(=O)Nc3cc(C)on3)c3ccccc32)cc1	-4.4%
111	N#C/C(Cn1c[n+](NC(=O)Nc2ccccc2)cn1)=N/O	-7.1%
112	NC(=O)c1nn(-c2ccccc2)nc1NC(=O)CN1CCCCC1	-10.9%
113	c1ccc(Nc2nc(N3CCCCC3)nc(N3CCCCC3)n2)cc1	-15.1%
114	Cc1cc(=O)oc(C)c1C(=O)Nc1c(C)n(C)n(-c2ccccc2)c1=O	-18.6%
115	Clc1ccc(/C=N/n2cnnc2)cc1	-19.4%
116	Cc1c(C(=O)O/N=C(\N)c2ccccn2)cccc1[N+](=O)[O-]	-0.6%
117	O=c1nc2ccccc2c(NS(=O)(=O)c2ccc(Cl)cc2)n1-c1ccccc1	31.8%
118	COc1ccc(OC)c(NC(=O)C2CCN(c3ncccn3)CC2)c1	-4.9%
119	CCC(c1nnnn1Cc1ccco1)N(CCN1CCOCC1)Cc1cc2cc(C)ccc2[nH]c1=O (configuration not stated)	-2.3%
120	CCCCn1ccnc1C(=O)c1ccc(S(=O)(=O)N(CCOC)CCOC)cc1	-3.2%

The list continues:
nr	compound	mouse EphA4 binding
121	COC(=O)c1ccc(COc2ccccc2/C=N/NS(=O)(=O)c2ccc(C)cc2)cc1	-4.2%
122	Cc1ccc(Cn2ccc(=O)c(OCc3ccccc3)c2C)cc1	-4.6%
123	COC(=O)c1cc(C(=O)N2CCCC2)cc([N+](=O)[O-])c1	-14.3%
124	COc1ccc(C2CC(c3ccc(C)cc3)=NN2C(C)=O)cc1 (configuration not stated)	11.8%
125	O=C(Nc1ccncc1)C1(c2ccccc2)CCCC1	-2.3%
126	COc1cccc(N(CC(=O)Nc2cccc(F)c2)S(C)(=O)=O)c1	-7.2%
127	COc1cc(C)nc(N2CCCC(C(=O)Nc3cccc(Cl)c3C)C2)n1 (configuration not stated)	18.4%
128	O=P(O)(CCc1ccncc1)CN1CCCCC1	7.5%
129	O=C(Nc1ccc(Cl)c(C(F)(F)F)c1)C1CCCN(S(=O)(=O)c2cnc[nH]2)C1 (configuration not stated)	-3.8%
130	Cc1cc2ccccn2c1C(=O)c1ccc(Cl)cc1	15.6%
131	Cc1noc(C)c1S(=O)(=O)N(CC(=O)NCc1ccc(Cl)cc1)c1ccc2c(c1)OCO2	-7.3%
132	Cc1nc(NC(=O)c2ccc(F)cc2)nc2cc3c(cc12)OCO3	-0.2%
